# LYP inhibition: inhibitors of LYP phosphatase, biochemical, fluorescence intensity, uHTS (AID 1779); inhibition, % at 11.5 µM; hits with a dose series show IC50 in µM; recombinant LYP phosphatase, fluorescence intensity; higher % means a stronger effect; 290,000 compounds, 0.054% hits;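 note: plate controls were vehicle with enzyme for no effect and no enzyme for full effect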
# human PMI inhibition: inhibitors of human PMI, primary screen, biochemical, fluorescence intensity, coupled assay (AID 1209) | purified PMI enzyme, coupled fluorescence intensity; higher % means a stronger effect | one-dose inhibition, % at 20 µM; IC50 in µM for titrated hits | 190,000 compounds, 0.42% hits;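 note: plate controls were DMSO vehicle for no effect and wells lacking substrate for full effect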
# NOD1 NF-kB reporter: inhibition of NOD1-driven NF-kB reporter – cell-based, luminescence, uHTS, primary screen (AID 1578); 290,000 compounds, 1% hits; one-dose inhibition, % at 4 µM; EC50 in µM for titrated hits; NOD1-driven NF-kB luciferase reporter cells, luminescence; higher % means a stronger effect; in the data active = inhibition mostly above about 36%, no sharp cut-off; inactive = mostly below about 34%;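 note: HEK-293T reporter cells stimulated with the NOD1 agonist gamma-tri-DAP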
# PMI inhibition: human PMI inhibitors, high substrate, primary screen, biochemical, fluorescence intensity, high mannose 6-phosphate (AID 1220); 190,000 compounds, 0.66% hits; recombinant PMI enzyme, coupled fluorescence intensity; higher % means a stronger effect; inhibition, % at 20 µM; hits with a dose series show IC50 in µM
# KOR beta-arrestin-1: KOR antagonists, beta-arrestin recruitment, cell-based, luminescence, uHTS (AID 1778); KOR beta-arrestin recruitment, luminescence, antagonist mode; higher % means a stronger effect; inhibition, % at 10 µM, or IC50 in µM where a hit was titrated; 290,000 compounds, 0.091% hits; note: strong numbers were not always called active
# TNAP activation fold: human TNAP enzyme activators, primary screen, biochemical, luminescent, no phosphate acceptor, uHTS (AID 1001). purified TNAP, luminescent activation assay, no phosphate acceptor; higher activation fold means a stronger effect. one-dose activation fold at 20 µM; EC50 in µM for titrated hits. 200,000 compounds, 0.03% hits; in the data active = activation fold from about 3, or a potency from the dose series; inactive = the rest, 99 in 100 with activation fold below about 1.6; note: many of its hits are not listed in these tables
# HEK293 NOD2/NF-kB: NOD2 signaling inhibitors, cell-based, luminescence, uHTS, HEK293 (AID 1566). HEK293 NOD2/NF-kB luciferase reporter, luminescence; higher % means a stronger effect. inhibition, % at 4 µM; hits with a dose series show EC50 in µM. 290,000 compounds, 0.63% hits; note: many of its hits are not listed in these tables
# XIAP displacement: XIAP antagonists, biochemical, IAP family, fluorescence polarization (AID 1018); XIAP BIR domain, fluorescence polarization peptide displacement; higher % means a stronger effect; 200,000 compounds, 0.007% hits; displacement, % at 20 µM; hits with a dose series show IC50 in µM; in the data active = displacement above about 50%; note: a part of the inactive calls stands beside numbers as strong as those of hits
# KOR beta-arrestin-2: kappa opioid receptor activators – cell-based, luminescence, uHTS, primary screen (AID 1777). KOR beta-arrestin recruitment, luminescence; higher % means a stronger effect. activation, % at 10 µM, or EC50 in µM where a hit was titrated. 280,000 compounds, 0.02% hits; in the data active = activation above about 50%, passing the limit was not always enough; note: a part of the inactive calls stands beside numbers as strong as those of hits
# * hit, by the source's call; · = no result given; [ ] = another dose, or the depositor's remark. Cut-off read from the data, not from the text of the source, unless noted: active = inhibition above about 50%; inactive = the rest. This is a subset (hit frequency here may not be typical).
SMILES,LYP inhibition,human PMI inhibition,NOD1 NF-kB reporter,PMI inhibition,KOR beta-arrestin-1,TNAP activation fold,HEK293 NOD2/NF-kB,XIAP displacement,KOR beta-arrestin-2
Nc1nc(NCCCN2CCOCC2)nc(Nc2ccc(Cl)cc2)c1[N+](=O)[O-],-4%,·,-8%,·,9%,·,25%,·,4.1%
COc1ccc(/C=N/Nc2nncn2N)cc1Br,-2%,·,-19%,·,-19%[20 µM],·,5%,·,1.3%
CCOc1cc2[nH]c(=S)n(Cc3ccc(C(=O)NCCOC)cc3)c(=O)c2cc1OCC,-3%,12%,-10%,3%,-4%,1.2,-24%,-2.1%,1.0%
CN(C(=O)COC(=O)/C=C/c1ccc(S(=O)(=O)N2CCc3ccccc32)cc1)C1CCS(=O)(=O)C1 (stereo not given),-6%,-6%,18%,-3%,-15%,1,21%,-4.4%,-5.0%
Cc1ccc(Cl)cc1N1CCN(C(c2ccc(C#N)cc2)c2nnnn2C2CCCC2)CC1 (stereo not given),-3%,12%,-22%,17%,-56%,1.1,-18%,1.8%,-1.9%
OC1(c2cccs2)CN(c2ccc(Cl)cc2)C2=[N+]1CCCS2 (stereo not given),3%,-7%,-46%,-1%,13%,1.1,-32%,-1.9%,6.0%
CC(C)=C1SC(N2CCN(c3cccc(C)c3)CC2)=NC1=O,3%,5%,-12%,-2%,2%,1.1,-9%,-4.8%,5.3%
COc1ccc(NC(C)=O)cc1S(=O)(=O)N1CCN(C/C=C/c2ccccc2)CC1,-4%,-14%,-33%,-9%,-32%,1,11%,-5.3%,1.6%
O=C(COC(=O)/C=C/c1ccc(S(=O)(=O)N2CCCCCC2)cc1)NCc1ccccc1Cl,3%,17%,-2%,12%,5%,1.1,15%,-2.8%,0.9%
COc1ccc(Cl)cc1N1C(=O)C2CCCN2C1c1ccccc1F (stereo not given),-5%,1%,-2%,-1%,10%,1.1,10%,-3.6%,-5.0%
Cc1cc(Oc2nc3c(C)cccn3c(=O)c2/C=C(\C#N)S(=O)(=O)c2ccc(Cl)cc2)ccc1Cl,-2%,10%,5%,-2%,16%,1,22%,-4.4%,-4.2%
COc1c(F)c(F)c(C(=O)Nc2ccccc2N2CCN(C(C)=O)CC2)c(F)c1F,-8%,8%,-4%,2%,-22%,1.1,10%,-4.5%,0.4%
C=CCNc1nc(Nc2ccc([N+](=O)[O-])cc2)nc(N2CCCC2)n1,1%,18%,-2%,17%,10%,1,5%,-6.1%,-5.2%
COCCN(C(=O)Cn1nnc2ccccc21)C(C(=O)NC1CCCCC1)c1ccc(OC)cc1OC (stereo not given),0%,14%,-15%,14%,-1%,1.1,13%,-2.8%,-0.4%
CC(Sc1nc(-c2ccco2)nc2c1c(=O)n(C)c(=O)n2C)C(=O)O (stereo not given),0%,·,-10%,·,22%,·,-8%,·,6.2%
CS(=O)(=O)N(CC(=O)NCCC1=CCCCC1)c1ccc2c(c1)OCO2,-3%,0%,10%,-9%,-71%,1,-10%,-3.7%,2.1%
CC(=O)Nc1nc(-c2ccc3c(c2)CCN3C(=O)C2CC2)c(C)s1,-4%,·,33%,·,24%,·,41%,·,0.1%
COc1ccc(N(CC(=O)N/N=C/c2cccs2)S(=O)(=O)c2ccccc2)cc1,4%,4%,-21%,15%,31%,1.1,-3%,-4.4%,3.8%
O=C1NC(c2ccncc2)C(C(=O)c2cccs2)C(O)(C(F)(F)F)N1 (stereo not given),2%,-3%,1%,-9%,4%,1.1,12%,1.1%,4.0%
CC1(c2nnc(-c3ccncc3)o2)CC(c2c(Cl)cccc2Cl)=NO1 (stereo not given),-8%,·,-2%,·,2%,·,12%,·,3.4%
COc1cc(C(=O)N2CCCN(C)CC2)cc(OC)c1C,-2%,·,-11%,·,11%,·,-8%,·,-1.4%
CCCC/C(O)=C1\C(=O)CC(C)(C)CC1=Nc1ccccc1OC,0%,7%,3%,9%,-14%,1,-1%,-3.7%,1.8%
CCOc1ccc(C2SCC(=O)N2c2c(C)n(C)n(-c3ccccc3)c2=O)cc1 (stereo not given),-2%,0%,-5%,-2%,-30%,1.2,-7%,0.9%,-5.9%
O=C(CNC(=O)c1ccncc1)N/N=C/c1ccc(O)cc1O,-5%,·,1%,·,-14%,·,21%,·,-2.5%

# Molecules above with a cyano group, in the order listed:
SMILES,LYP inhibition,human PMI inhibition,NOD1 NF-kB reporter,PMI inhibition,KOR beta-arrestin-1,TNAP activation fold,HEK293 NOD2/NF-kB,XIAP displacement,KOR beta-arrestin-2
Cc1ccc(Cl)cc1N1CCN(C(c2ccc(C#N)cc2)c2nnnn2C2CCCC2)CC1 (stereo not given),-3%,12%,-22%,17%,-56%,1.1,-18%,1.8%,-1.9%
Cc1cc(Oc2nc3c(C)cccn3c(=O)c2/C=C(\C#N)S(=O)(=O)c2ccc(Cl)cc2)ccc1Cl,-2%,10%,5%,-2%,16%,1,22%,-4.4%,-4.2%

# New compounds follow.
SMILES,LYP inhibition,human PMI inhibition,NOD1 NF-kB reporter,PMI inhibition,KOR beta-arrestin-1,TNAP activation fold,HEK293 NOD2/NF-kB,XIAP displacement,KOR beta-arrestin-2
CC(=O)N1c2ccc(S(=O)(=O)N3CCC(C(=O)N4CCC(C)CC4)CC3)cc2CC1C (stereo not given),-8%,·,11%,·,-18%,·,8%,·,-5.3%
COC(=O)c1ccc(NC(=O)CN2C(=O)c3ccccc3S2(=O)=O)cc1,-6%,·,4%,·,5%,·,32%,·,-3.0%
O=C(CNC(=O)c1ccc2ccccc2c1)NCc1ccc(F)cc1,-8%,·,-3%,·,10%,·,7%,·,-2.0%
CCOc1ccccc1-n1c(C)cc(C=O)c1C,0%,-2%,-24%,-1%,26%[20 µM],1,-2%,-5.3%,-4.8%
C=CCNc1ncnc2c1[nH]c1ccccc12,-12%,-7%,24%,-12%,-15%,1,32%,-8.3%,-5.9%
CCCNc1ccc(S(=O)(=O)N(CC)CC)cn1,-10%,4%,15%,12%,-27%,1.1,7%,-11%,17%
Cc1ccccc1N1CCN(S(=O)(=O)CC23CCC(CC2=O)C3(C)C)CC1 (stereo not given),-4%,·,22%,·,31%,·,22%,·,-1.0%
CN(C)c1ccc(C2C3CCCc4ccccc4C3=NN2C)cc1 (stereo not given),-4%,·,-3%,·,-7%,·,-68%,·,-1.4%
O=C(NC1CCCC1)C(c1cccs1)N(C(=O)c1csnn1)c1ccccc1F (stereo not given),-2%,·,20%,·,11%,·,-4%,·,2.8%
Cc1ccc(NC(=O)CCS(=O)(=O)c2cccc3nonc23)cc1,2%,-6%,-22%,-6%,5%,1.1,9%,1.9%,2.0%
O=c1c(Cc2c(F)cccc2Cl)c(O)ccn1C1CCCCCC1,-4%,8%,-16%,4%,10%,1.1,16%,-16%,-2.3%
O=C(CN1C(=O)C2CC=C(Cl)CC2C1=O)Nc1ccc(C(=O)O)cc1 (stereo not given),-6%,5%,27%,-13%,-67%,1,-4%,-7.3%,1.1%
O=C(N/N=C/c1ccoc1)c1cccc([N+](=O)[O-])c1,-10%,·,-17%,·,-8%,·,9%,·,-4.8%
CCOC(=O)c1nnn(-c2nonc2-n2cccc2)c1CN1CCC(C(=O)OCC)CC1,-2%,11%,15%,9%,15%,1,28%,-4.3%,-0.7%
O=C1Cc2cc(S(=O)(=O)N3CCCCC3)ccc2N1,1%,·,-22%,·,29%[20 µM],·,2%,·,-0.6%
O=C(CN1CCCCC1)NC(=O)NCc1ccccc1,-8%,-15%,27%,-9%,·,1,-5%,-7.2%,1.8%
O=C(C1=C[C@H](c2csc3ccccc23)C[C@H](OCc2ccc(CO)cc2)O1)N1CCN(Cc2ccc3c(c2)OCO3)CC1,7%,12%,4%,0%,6%,1.1,12%,-1.3%,3.4%
Cc1ccc(/C=N/N2CCN(Cc3ccccc3)CC2)cc1,-1%,-4%,-38%,0%,14%,1,-5%,-7.0%,4.6%
O=c1c2c([nH]c3ccccc13)C(=C1CCCC1)CC2,-5%,-8%,3%,7%,-6%,1.2,12%,-6.8%,-4.7%
CCOc1ccc(C(=O)OCC(=O)N2CCCC2)cc1,-3%,·,-15%,·,-8%,·,-7%,·,2.6%
Cc1ccc(C(=O)Nc2cccnc2)cc1Cl,-1%,·,-12%,·,8%,·,-18%,·,-0.2%
O=C(O)c1ccc2c(=O)n3c(nc2c1)/C(=C/c1ccc(Cl)cc1Cl)CC3,-6%,·,0%,·,5%,·,17%,·,-5.7%
OC(C#CCN1CCCC1)c1ccccc1 (stereo not given),-8%,-4%,11%,-4%,40%,1.1,14%,-4.2%,3.2%
COC(=O)c1sc2ccccc2c1NC(=O)c1ccc(S(=O)(=O)N2CC(C)CC(C)C2)cc1 (stereo not given),2%,19%,-32%,16%,18%,1,-9%,-6.2%,-0.1%
Cn1cc(CN2CCCC(C(=O)Nc3cccc(-c4cc5ccccc5[nH]4)c3)C2)cn1 (stereo not given),-11%,·,-34%,·,-57%,·,2%,·,-0.5%
NS(=O)(=O)c1ccc(NC(=O)CSc2n[nH]c(=O)n2Cc2ccccc2)cc1,-14%,·,-13%,·,-8%,·,0%,·,11%
CC(=O)OC(C(=O)NCCN1CCOCC1)c1c(F)cccc1F (stereo not given),-4%,6%,-21%,2%,-12%,1.1,14%,-3.3%,1.2%
CNc1nc(C)c(C(=O)OCc2ccccc2)s1,1%,11%,-37%,7%,-6%,1.1,-33%,0.0%,1.4%
N/C(Cc1ccccc1)=N\OC(=O)c1cccc2ccccc12,2%,-2%,-25%,-1%,6%,1.1,-36%,-2.3%,0.7%
Cc1cc(Cl)c(S(=O)(=O)N(C)C)cc1OCC(N)=O,-2%,9%,-35%,14%,-29%,1.1,-4%,-0.7%,-1.4%
O=C(O)Cn1c(-c2ccccn2)nc2ccccc21,-9%,·,42%,·,-4%[20 µM],·,-35%,·,1.9%
O=C(CC12CC3CC(CC(C3)C1)C2)N1CCCOC1,-8%,-7%,-10%,-6%,-7%,1.1,12%,-1.8%,0.6%
CCOc1ccc(S(=O)(=O)N2CCC(C(=O)NCc3ccccn3)CC2)cc1C,-14%,·,-9%,·,-28%,·,-8%,·,6.4%
COC(=O)NNC(=O)COc1ccccc1C,-8%,-2%,-17%,28%,-20%,1.1,4%,-2.9%,1.9%
CC(C)(COC(=O)Nc1ccccc1)COC(=O)Nc1ccccc1,-3%,·,8%,·,-10%,·,-7%,·,-9.1%
O=C(OCC(=O)N1CCCc2ccccc21)c1cccnc1Cl,-11%,5%,2%,1%,2%,1.1,9%,-4.7%,-3.1%
Cc1c(NC(=O)CN2C(=O)NC(C)(c3ccc4c(c3)OCCO4)C2=O)c(=O)n(-c2ccccc2)n1C (stereo not given),-3%,3%,2%,-1%,-14%,1.2,19%,-1.3%,-2.0%
CC(=O)N1c2c(cc(Br)cc2S(=O)(=O)NCc2ccccc2)CC1C (stereo not given),-4%,·,29%,·,-2%,·,-20%,·,6.2%
O=CNCc1nc2ccccc2n1CCc1ccccc1,-9%,·,66%*,·,-50%[20 µM],·,12%,·,·

# Looked up above:
# NOD1 NF-kB reporter with O=CNCc1nc2ccccc2n1CCc1ccccc1 stands at 66%*
# KOR beta-arrestin-2 with O=C(CC12CC3CC(CC(C3)C1)C2)N1CCCOC1 stands at 0.6%
# NOD1 NF-kB reporter with COC(=O)NNC(=O)COc1ccccc1C stands at -17%
# KOR beta-arrestin-1 with O=C(OCC(=O)N1CCCc2ccccc21)c1cccnc1Cl stands at 2%
# PMI inhibition with CNc1nc(C)c(C(=O)OCc2ccccc2)s1 stands at 7%
# NOD1 NF-kB reporter with NS(=O)(=O)c1ccc(NC(=O)CSc2n[nH]c(=O)n2Cc2ccccc2)cc1 stands at -13%
# KOR beta-arrestin-1 with N/C(Cc1ccccc1)=N\OC(=O)c1cccc2ccccc12 stands at 6%

# Source: PubChem BioAssay (Sanford-Burnham Center for Chemical Genomics)
